Screens deposited in PubChem BioAssay by National Center for Advancing Translational Sciences (NCATS).
BLM helicase inh – Bloom syndrome helicase (human) inhibition; P54132; recombinant BLM DNA unwinding, fluorescence dequenching; Potency, µM (titrated, usually from 56.1 µM), without a hit: at the highest dose activity change, negative = inhibition, usual class: inhibitors; 350,000 tested, 0.2% active; AID 2528;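 note: potency is the fitted concentration of half-maximal effect; plate controls were vehicle for no effect and no enzyme for full effect; nearly all actives have a fitted effect of over 35% in size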
POLI inh – inhibitors of human DNA polymerase iota. 390,000 tested, 1% active. Pol iota fluorescent replication assay, 10 min. Potency, µM (titrated, usually from 115 µM), for the others: at the highest dose activity, negative = inhibition, hits mostly inhibitors. Q9UNA4; note: potency is the fitted concentration of half-maximal effect
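Pol iota at 10 nM preincubated 15 min with compounds at room temperature; reaction started with fluorescent substrate, 50 nM final. Fluorescence read kinetically at 0 and 10 min; buffer-only wells as negative control.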
APE1 inh – inhibitors of human APE1 endonuclease | P27695 | recombinant APE1, TAMRA/BHQ-2 abasic DNA cleavage fluorescence | Potency, µM (doses to about 65.8 µM), inactives show top-dose activity change, negative = inhibition, usual class: inhibitors | 350,000 tested, 0.35% active | AID 2517;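 note: potency is the fitted concentration of half-maximal effect; plate controls were vehicle for no effect and reference inhibitor for full effect; nearly all actives have a fitted effect of over 55% in size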
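Substrate: short duplex with […] THF abasic site, 5'-TAMRA and 3'-BHQ-2, 50 nM final. APE1 at 0.75 nM, preincubated 15 min RT with compound. Fluorescence increase from first to third read measured activity.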
POLK inh – blocks human DNA polymerase kappa activity | Q9UBT6 | purified Pol kappa, fluorescent DNA synthesis assay, 10 min | Potency, µM (top dose mostly 107 µM), for the others: at the top dose activity, negative = inhibition, most hits filed as inhibitors | 400,000 tested, 0.53% active | AID 588579; note: potency is the fitted concentration of half-maximal effect; % is set by controls: 0 for no effect and ±100 for the full control effect
Target sequence (Q9UBT6 whole entry, looked up): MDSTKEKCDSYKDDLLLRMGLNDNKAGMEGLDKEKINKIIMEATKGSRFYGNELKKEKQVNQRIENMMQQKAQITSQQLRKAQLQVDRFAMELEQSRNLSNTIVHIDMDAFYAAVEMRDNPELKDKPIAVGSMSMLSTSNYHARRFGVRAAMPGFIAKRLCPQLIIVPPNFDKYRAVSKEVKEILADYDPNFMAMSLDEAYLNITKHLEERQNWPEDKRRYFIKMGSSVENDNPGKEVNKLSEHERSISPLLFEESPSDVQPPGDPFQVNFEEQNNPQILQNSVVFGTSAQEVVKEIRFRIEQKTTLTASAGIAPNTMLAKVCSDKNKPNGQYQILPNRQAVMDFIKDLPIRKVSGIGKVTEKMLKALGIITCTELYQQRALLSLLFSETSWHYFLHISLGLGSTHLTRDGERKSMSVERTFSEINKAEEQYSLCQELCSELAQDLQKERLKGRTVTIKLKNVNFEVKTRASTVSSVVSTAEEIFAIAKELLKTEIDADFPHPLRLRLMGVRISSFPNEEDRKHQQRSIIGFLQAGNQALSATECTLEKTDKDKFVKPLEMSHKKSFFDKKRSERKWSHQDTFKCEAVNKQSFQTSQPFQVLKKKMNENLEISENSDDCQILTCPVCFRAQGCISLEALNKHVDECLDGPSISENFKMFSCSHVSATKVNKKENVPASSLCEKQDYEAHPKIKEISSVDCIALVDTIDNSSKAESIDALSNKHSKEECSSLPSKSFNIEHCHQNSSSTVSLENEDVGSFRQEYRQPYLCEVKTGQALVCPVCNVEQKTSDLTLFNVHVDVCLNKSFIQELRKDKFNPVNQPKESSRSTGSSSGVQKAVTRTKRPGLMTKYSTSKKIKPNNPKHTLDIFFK
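Enzyme at 10 nM met test compounds for 15 min at room temperature. Substrate addition (50 nM final) began the reaction, which was monitored by fluorescence at 0 and 10 min.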
GRP78 ERSR act – ER stress response induction in glioma; U87-MG GRP78 promoter luciferase reporter, 16 h; Potency, µM, inactives show at the highest dose activation, actives largely listed as activators; 420,000 tested, 0.02% active; note: potency is the fitted concentration of half-maximal effect; series mostly up to about 76 µM; % of control where 0% means no effect; nearly all actives have a fitted effect of over 35% in size
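ERSR induction read as luciferase luminescence (Bright-Glo, 10 min at room temperature) in stably transfected human U87-MG glioma cells exposed to compounds for 16 h, using GRP78 as sensor.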
LDHA inh – inhibitors of human lactate dehydrogenase A; P00338; purified LDHA, NADH/diaphorase-resazurin fluorescence; active compounds read low; activity change, % (values are at about 110 or 230 µM); 480,000 tested, 0.15% active; AID 1347041; in the data active = activity change below about -30%; inconclusive = mostly about -25% to -30%;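 note: plate controls were DMSO wells for no effect and wells without enzyme for full effect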
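Human LDH5 (2 nM) was incubated with 0.06 mM NADH and 0.2 mM pyruvate for 5 min at room temperature in Tris pH 7.4. Remaining NADH was coupled through diaphorase/resazurin, and resorufin fluorescence was read at 0 and 20 min.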
Apoferritin bind – binds horse apoferritin like a general anesthetic; P02791; apoferritin/1-aminoanthracene competitive binding, fluorescence; 350,000 tested, 0.074% active; Potency, µM (doses to about 77.5 µM), for the others: top-dose activity change, negative = displacement, usual class: inhibitors; note: potency is the fitted concentration of half-maximal effect; % is set by controls: 0 for no effect and ±100 for the full control effect; nearly all actives have a fitted effect of over 20% in size
Target sequence (P02791 2-175 limits assumed): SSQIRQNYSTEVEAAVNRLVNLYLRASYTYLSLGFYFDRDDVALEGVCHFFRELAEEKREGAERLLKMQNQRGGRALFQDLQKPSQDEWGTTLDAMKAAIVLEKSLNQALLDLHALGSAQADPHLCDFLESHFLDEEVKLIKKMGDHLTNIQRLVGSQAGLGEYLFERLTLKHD
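Probe: 1-aminoanthracene (50% saturated, PBS). Protein: horse-spleen apoferritin, 10 uM. Incubation: 10 min, room temperature. Detection: 380 nm excitation, 535 nm emission. Analysis: normalized response, four-parameter Hill.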
POLB inh – blocks human DNA polymerase beta activity; P06746; Pol beta primer extension/strand displacement, fluorescence kinetic; Potency, µM (top dose mostly 114 µM), for inactives: at the highest dose activity change, negative = inhibition, most hits filed as inhibitors; 340,000 tested, 1.3% active; note: potency is the fitted concentration of half-maximal effect; % is set by controls: 0 for no effect and ±100 for the full control effect
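Pol beta (10 nM) and compounds were preincubated 15 min at room temperature, then 50 nM substrate (final) started primer extension/strand displacement. Reads were taken at 0 and 10 min; concentration-response data were fitted to a four-parameter Hill equation.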
POLH inh – blocks human DNA polymerase eta activity | 390,000 tested, 1.2% active | recombinant Pol eta, fluorescent DNA replication assay | Potency, µM (titrated, usually from 114 µM), for the others: top-dose activity change, negative = inhibition, most hits filed as inhibitors; note: potency is the fitted concentration of half-maximal effect; % is set by controls: 0 for no effect and ±100 for the full control effect
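Pol eta at 10 nM preincubated with compounds 15 min at room temperature; reaction started with fluorescent substrate (50 nM final) and read kinetically at 0 and 10 min.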
* = called active by the depositor; ? = inconclusive; . = not tested or not shown; & = joins results of further samples; [ ] = another dose, or the depositor's remark. Unless noted, calls come from the whole dose curve; as a rule, active = well fitted curve in the direction sought with a large enough effect; inconclusive = small, poorly fitted or top-dose-only effect, or another doubt; inactive = no such curve, though single readings can be large; an effect the other way counts as inactive or inconclusive. Only part of the results is shown; the hit share may differ from the screen's.

SMILES	BLM helicase inh	POLI inh	APE1 inh	POLK inh	GRP78 ERSR act	LDHA inh	Apoferritin bind	POLB inh	POLH inh
CCOC(=O)CSc1nnc(-c2ccco2)n1C	-2.3%	1.3%	0.1%	2.2%	-5.6%	4.5	-8.9%	-8.9%	-5.3%
O=C(O)C1CC=CCC1C(=O)NCCc1ccccc1 (stereo unspecified)	0.1%	11.2%	-0.3%	-6.6%	-3.4%	-3.7	-3.9%	?	13.0%
OCCC1CN(Cc2ccc(F)cc2)CCN1CCCc1ccccc1 (stereo unspecified)	-4.8%	30.4%[activator]	17.5%	?	-5.5%	1.9	-4.2%	23.0%	-0.1%
Cc1cccc(C(=O)NCCN2CCCC2)c1	1.3%	8.6%	14.7%	5.1%	-1.5%	-5.1	-10.6%	34.6%	-2.1%
CCOC(=O)CCNC(=O)Nc1ccc2nc(C)n(Cc3ccccc3Cl)c(=O)c2c1	-7.5%	?	-3.6%	2.6%	-3.7%	-2.7	-12.4%	1.1%	-7.1%
CCOc1ccccc1N1CCN(C(=O)CNC(=O)c2sc3ccccc3c2Cl)CC1	-5.8%	6.3%	44.2%[12.4 µM]	-2.8%	-3.4%	-0.4	-10.1%	0.1%	-19.1%
O=C(COc1ccc2c(c1)C(=O)CC1(CCCCC1)O2)NCc1ccccc1	-3.7%	-7.2%	0.2%	-6.1%	-3.8%	-1.7	82.4%[activator]	6.7%	1.1%
CCc1ccc(-c2ccc(C(=O)O)c(C)n2)cc1	-1.0%	126.9%[activator]	-5.2%	1.5%	1.8%	-2.2	2.3%	0.4%	-19.3%
COc1ccc(-c2nc3ccccc3c(=O)n2NC(=S)N(C)C)cc1	1.6%	17.6%	-0.7%	-10.5%	2.0%	-2.6	-8.8%	6.1%	-21.6%
O=C(Cc1ccccc1)NCC(=O)N1CCc2ccccc2C1	-1.6%	17.0%	1.0%	-5.2%	?	-11.6	-9.1%	11.0%	-6.7%
COc1ccc(NC(=S)N(Cc2cccc(Br)c2)CC2CCC(C(=O)O)CC2)cc1 (stereo unspecified)	-0.6%	13.1%	-10.7%	-3.4%	5.4%	-20.1	0.8%	28.5%	-3.0%
CN1C(=O)SC(Nc2ccccc2)C1=O (stereo unspecified)	1.9%	6.5%	5.1%	-2.5%	6.6%	-11.3	2.5%	-2.0%	-5.0%
COCCCN1C(=O)C(O)=C(C(C)=O)C1c1cccc(F)c1 (stereo unspecified)	-11.7%	?	16.3%	8.7%	-2.1%	-3.1	-11.5%	0.1%	-6.7%
COc1ccc(NC(=O)N(C2CCCCC2)C2CCN(C(C)C)CC2)c(OC)c1	-8.3%	65.6%[activator]	23.2%	-9.1%	-4.9%	7.9	2.0%	15.0%	-10.0%
Cc1cc(C)cc(Cn2ncc(Cl)c(Cl)c2=O)c1	-13.6%	-16.2%	-6.6%	-6.9%	-13.8%	-7.1	?	1.7%	?
CCOc1ccc(CNC(=O)C2CCN(c3nc4ccccc4nc3C(F)(F)F)CC2)cc1OC	-3.8%	27.4%	.	-0.6%	0.6%	-1.3	0.0%	1.2%	-7.3%
CCOC(=O)c1cc2occc2n1CC(=O)Nc1ccc(OC)cc1OC	-0.9%	8.1%	-6.2%	-12.5%	-3.1%	1.2	?	4.5%	-9.0%
Cc1ccc(CNC(=O)c2ccc3c(c2)nc(C)n3-c2cccc(F)c2)cc1	-1.0%	2.8%	.	-3.6%[60.1 µM]	-1.7%	10.3	-5.4%	2.5%	-21.5%
O=C(c1cc2cc(Cl)ccc2oc1=O)N1CCN(c2ccccn2)CC1	-4.6%	6.8%	4.3%	13.7%	3.3%	0.6	-4.4%	18.6%	-6.6%
COc1ccc(C(=O)NCc2cc(C)nc3ccccc23)cc1	1.3%	-8.9%	?	4.4%[60.1 µM]	1.4%	-3.0	-1.6%	30.7%	3.5%
COc1ccc(NCc2nn(CC(=O)c3ccc(Br)cc3)c3[n+]2CCCCC3)cc1	0.9%	227.1%[activator]	3.8%	-1.0%	-3.8%	6.3	?	2.0%	?
COc1cccc(/C=C2\SC(=S)N(CCC(=O)NNC(=O)c3ccccc3OC)C2=O)c1	-3.8%	143.3%[activator]	18.2%	1.5%	-6.1%	-6.4	-11.8%	0.8%	-17.4%
O=S(=O)(c1ccc(=S)[nH]c1)N1CCCCCC1	.	4.9%	2.4%	1.2%	-2.9%	1.2	.	.	2.5%
FC(F)(F)c1cc(-c2ccco2)nc(NCc2ccccc2)n1	-12.3%	?	-10.1%	-23.1%	-2.4%	4.4	?	?	-20.0%
O=C(COC(=O)c1ccc(F)cc1F)Nc1ccc2[nH]c(=O)[nH]c2c1	-12.7%	-11.0%	-3.6%	-20.4%	1.7%	9.0	-7.7%	-16.8%	-18.1%

(list continues)
SMILES	BLM helicase inh	POLI inh	APE1 inh	POLK inh	GRP78 ERSR act	LDHA inh	Apoferritin bind	POLB inh	POLH inh
CCOC(=O)NC(=O)COC(=O)CCCc1nc2ccccc2s1	-3.1%	55.6%[activator]	-0.7%	-4.7%	-2.0%	-1.1	-10.8%	0.1%	7.0%
Cc1ccccc1CNC(=O)Cn1c(C)c2cnn(-c3ccccc3)c(=O)c2c1C	-7.1%	?	.	-0.6%	.	-5.9	-13.9%	29.7%	.
CCC(=O)Nc1cc(C)c(OC)c(C)c1	-0.9%	30.9%[activator]	-4.7%	-9.7%	-3.6%	-8.8	-1.0%	-25.7%	-3.2%
CCc1cc2c3c(c(=O)oc2cc1OC(C)C(=O)O)CCCC3 (stereo unspecified)	-3.2%	-19.3%	16.4%	-7.7%	-0.8%	-1.3	-11.1%	38.2%	-13.3%
Cc1ccc(C2=Nc3ccccc3N=C(c3ccco3)C2)c(O)c1	-6.6%	6.2%	-1.5%	-6.5%	-0.3%	9.9	-5.0%	14.7%	-10.9%
C[N+](C)(CCCCCC[N+](C)(C)CCCN1C(=O)c2cccc3cccc(c23)C1=O)CCCN1C(=O)c2cccc3cccc(c23)C1=O	.	20µM*	4.74µM*	?	-5.5%&-1.6%	-18.9	.	2.38µM*	?
COc1ccc2oc(C(=O)Nc3cccc(S(=O)(=O)N4CCOCC4)c3)c(C)c2c1	.	65.4%[activator]	-10.2%	-6.2%	3.0%	-5.7	.	.	-19.6%
COc1ccc(S(=O)(=O)N(CC(=O)N/N=C/c2ccccc2C(=O)O)c2ccccc2OC)cc1	-5.0%	2.6%	-0.8%	-14.9%	-3.9%	-9.2	-1.9%	1.3%	10.2%
COc1ccc(C(=O)NNC(=O)c2cc(C)nc3ccccc23)cc1	.	-3.4%	-29.6%	13.3%	-3.6%	-0.2	.	.	-8.9%
COc1cc(C2CC(=O)NC(SCC(=O)Nc3ccccc3C)=C2C#N)ccc1O (stereo unspecified)	-3.4%	7.4%	-3.8%	-9.9%	-1.3%	4.8	-15.4%	?	-7.9%
O=S(=O)(NC1=NCCCCC1)c1cc(F)ccc1F	.	66.8%[activator]	-2.4%	-13.0%	-1.6%	-13.2	.	.	-16.7%
Cc1ccc2nc(N3CCN(C)CC3)c(C=O)c(=O)n2c1	0.5%	124.7%[activator]	16.4%	-4.5%	-5.5%	-1.8	-2.5%	-6.5%	-7.6%
Cc1ccc(-c2nc(N)sc2CC(=O)OCC(=O)N2C(C)CCCC2C)cc1 (stereo unspecified)	0.1%	88.0%[activator]	3.2%	-2.0%	-2.0%	-4.4	?	11.7%	-22.4%
CCN(Cc1cc2cccc(C)c2[nH]c1=O)C(=O)c1ccccc1OC	-3.5%	8.4%	3.2%	-10.4%	2.7%	-2.7	-11.6%	14.9%	-2.2%
CCc1ccccc1NC(=O)CN1CCN(CC(=O)Nc2cc(C)ccc2OC)CC1	-0.8%	-16.4%	-1.3%	0.9%	-2.5%	-7.0	6.2%	17.8%	-11.1%
CN(C)c1ccc(C2/C(=C(/O)c3ccc(Br)cc3)C(=O)C(=O)N2C)cc1 (stereo unspecified)	0.5%	?	70.7%[activator]	5.2%	-3.3%	0.9	-0.3%	?	-1.6%
Cc1ccc2sc(NC(=O)CSc3nc(C)cc(C)c3C#N)nc2c1	-1.1%	-28.6%	19.3%	-9.9%	7.7%	-1.2	-3.4%	-27.8%	3.8%
COC(=O)c1sccc1NC(=O)C12CC3CC(CC(C3)C1)C2	.	18.4%	.	-11.6%	-2.6%	-0.7	.	.	1.1%
O=C(Nc1cccc(NC(=O)c2cccs2)c1)c1ccco1	-1.6%	29.8%	2.2%	-7.7%	-3.4%	-2.2	-14.5%	-10.3%	-3.0%
O=c1cc(N2CCN(Cc3ccccc3)CC2)[nH]c(=O)n1-c1cccc(C(F)(F)F)c1	0.1%	20.2%	-2.5%	-6.7%	-3.7%	-5.1	-15.9%	12.3%	-8.4%
CCn1c(SCC(=O)Nc2ccc(NC(=O)c3ccco3)c(OC)c2)nc2ccccc2c1=O	4.2%	1.7%[58.9 µM]	?	-19.4%	-3.1%	-5.0	-9.2%	17.6%	-18.4%
COc1cc(/C=N/NC(=O)C(=O)N2CCCC2)ccc1O	0.0%	?	1.6%	8.5%	-3.9%	-4.9	3.9%	20.1%	-0.6%
CC(C)C[C@H]1CN=C(N(C)C)N1CCc1cccc(F)c1	.	5.4%	4.4%	-3.1%	-6.3%	-0.9	.	.	3.1%
O=C(CCC1CCCC1)NCCS(=O)(=O)N1CCN(c2ccccc2)CC1	.	18.7%	1.2%	-5.4%	-2.4%	-2.7	.	.	-5.8%
CCCc1ccc(C(=O)NNC(=O)c2ccc(Br)cc2)cc1	-18.3%	?	0.7%	-21.3%	-5.5%	-4.7	10.3%	44.7µM*	?

Sorted by the number under APE1 inh (ascending): 3 of the compounds above.
SMILES	APE1 inh
Cc1cc(C)cc(Cn2ncc(Cl)c(Cl)c2=O)c1	-6.6%
O=C(O)C1CC=CCC1C(=O)NCCc1ccccc1 (stereo unspecified)	-0.3%
Cc1ccc(-c2nc(N)sc2CC(=O)OCC(=O)N2C(C)CCCC2C)cc1 (stereo unspecified)	3.2%
